Screening results from PubChem.
MRP reversal – compounds reversing MRP-mediated drug resistance; hit rate 0.04% among 85,000; differential viability (reversal), % at 10 µM; H69AR cells + 2 uM doxorubicin, CellTiter-Glo, 72 h;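 active = viability drop by adding the cancer drug above about 55%, with treated viability meeting a 40% cutoff, limit read from the data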;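 also: viability without doxorubicin minus viability with 2 µM doxorubicin for each compound; larger differential means the compound sensitizes cells more to doxorubicin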
NFkB transloc inh – blocks IL-1B driven NFkB nuclear translocation in HUVEC cells; HUVEC IL-1B NFkB p65 nuclear translocation imaging; inhibition, % at 2 µM; AID 796; hit rate 0.43% among 94,000;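 active = inhibition above about 30% together with a positive call from visual inspection of the well image, limit read from the data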;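 also: nuclear over cytoplasmic p65 intensity ratio measured by imaging; 0% = IL-1B stimulated DMSO wells and 100% = unstimulated DMSO wells; values of inactives mirror those of a sister screen read the other way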
NFkB transloc pot – enhances IL-1B driven NFkB nuclear translocation; HUVEC IL-1B NFkB p65 nuclear translocation imaging; activation, % at 2 µM; hit rate 0.3% among 94,000;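 active = activation above 40%, about the mean plus 3 SD, also judged a hit on visual image review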;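 also: percent activation is computed from the nuclear over cytoplasmic p65 intensity ratio; values of inactives mirror those of a sister screen read the other way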
PLAP inhibition – inhibition of human placental alkaline phosphatase – biochemical, luminescence, HTS (AID 690); purified PLAP, luminescent substrate; higher % means a stronger effect; hit rate 0.08% among 96,000; inhibition, % at 20 µM, or IC50 in µM where a hit was titrated; in the data active = a potency from the dose series; inactive = the rest, 99 in 100 with inhibition below about 30%; also: strong numbers were not always called active
Bcl-B TR3 displacers – displacers of TR3 peptide from Bcl-B, primary screen, selectivity assay for Bfl-1 inhibitor project, biochemical, fluorescence polarization; FP displacement of FITC-TR3 peptide from Bcl-B; higher % means a stronger effect; displacement, % at 20 µM, or IC50 in µM where a hit was titrated; hit rate 0.11% among 96,000; AID 748;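 active = displacement above 50% at 20 µM plus a fluorescence interference ratio under 1.5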;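 also: plate controls were wells without compound for no effect and wells lacking Bcl-B protein for full effect; a part of the inactive calls stands beside numbers as strong as those of hits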
MRP reversal cytotoxicity – second read-out of MRP reversal, no call of its own (marks repeat the call); viability, %; H69AR cells, CellTiter-Glo, 72 h; measured here: cytotoxicity without doxorubicin
MRP reversal with doxorubicin – further read-out of MRP reversal, marked with its call; viability, %; measured here: viability with 2 uM doxorubicin; stronger effect = lower value
NFkB transloc inh cell count 2 µM – further read-out of NFkB transloc inh, marked with its call; cell count; measured here: cells passing quality filter;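 raw number of nuclei counted in each imaged well without normalization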
NFkB transloc pot cell count 2 µM – recorded beside NFkB transloc pot, whose call it bears; cell count; measured here: cells passing quality filter
* hit, by the source's call; . = not tested or not shown. An excerpt; count on the stated rates, not on these rows.

SMILES	Bcl-B TR3 displacers	PLAP inhibition	NFkB transloc inh cell count 2 µM	MRP reversal cytotoxicity	MRP reversal	MRP reversal with doxorubicin	NFkB transloc pot cell count 2 µM	NFkB transloc pot	NFkB transloc inh
Cc1cc([N+](=O)[O-])ccc1NC(=S)NC(=O)Cc1ccccc1	1%	-2%	178	110	10	100	178	17	-18
CCOC(=O)C1CCN(c2ncnc3c2[nH]c2cccc(OC)c23)CC1	-3%	-11%	75	23	-15	38	75	17	-18
O=c1ccc(/C=C/c2ccccc2)nn1Cc1ccccc1	21%	5%	.	81	-16	96	.	.	.
CCOc1ccc(N(CC(=O)NCCSc2ccccn2)S(C)(=O)=O)cc1	-4%	12%	181	87	9	78	181	0	0
C=CCn1c(COc2cccc3ccc(C)nc23)nnc1SCC(=O)OC	-3%	-50%	183	95	-6	101	183	0	0
Cc1ccc(O)c(C2=NCCNC(C(F)(F)F)=C2)c1	47%	27%	171	86	0	86	171	-4	4
CCNC(=S)N1CCC(NC(=O)C2CCCCC2)CC1	-1%	-17%	166	102	6	96	166	0	0
CC(=O)c1ccc(N2CCC(c3cc(-c4ccc(Cl)cc4)n[nH]3)CC2)c([N+](=O)[O-])c1	-2%	-29%	115	.	.	.	115	-6	6
COC(=O)c1sccc1NC(=O)c1cc(OC)c(OC)c(OC)c1	-3%	-15%	158	91	11	80	158	-16	16
O=S(=O)(c1ccc(F)cc1)n1ccc(-c2cnc(-c3ccccc3)s2)n1	0%	-1%	132	.	.	.	132	5	-5
COc1ccc(S(=O)(=O)N2CCCN(Cc3cccc(F)c3)CC2)cc1	-4%	-11%	164	82	20	62	164	1	-1
CN(C)S(=O)(=O)c1ccc(C(=O)Nc2ccnn2C2CCCCC2)cc1	-19%	6%	107	94	-3	97	107	-8	8
CO/N=C/C(=N\Nc1ccc(OC)cc1)C(=O)c1ccc(OC)cc1	-76%	32%	48	24	-53	77	48	-9	9
Cc1noc(C(=O)Nc2ccccc2C(F)(F)F)c1Cl	0%	-11%	105	99	12	87	105	-15	15
COCCNC(=O)c1sc2ncn(CC(=O)N3CCCCC3)c(=O)c2c1C	-2%	-7%	.	.	.	.	.	.	.

Going on with the list:
SMILES	Bcl-B TR3 displacers	PLAP inhibition	NFkB transloc inh cell count 2 µM	MRP reversal cytotoxicity	MRP reversal	MRP reversal with doxorubicin	NFkB transloc pot cell count 2 µM	NFkB transloc pot	NFkB transloc inh
Cc1ccc(C)n1CCN1CCN(CC(=O)Nc2ccc(S(N)(=O)=O)cc2)CC1	-1%	-29%	163	90	-4	94	163	-8	8
CN(C)CCCNCCCNC(=O)/C(=N\O)c1ccccn1	.	.	135	109	19	90	135	11	-11
CC(C)NC(=O)c1cc2c(C(F)(F)F)nn(C)c2s1	4%	-19%	177	.	.	.	177	2	-2
Cn1c(N2CCN(c3ccccn3)CC2)nc2c1c(=O)n(Cc1ccccc1Cl)c(=O)n2C	.	.	121	23	-8	31	121	7	-7
CCOC(=O)C1CCN(CCC(=O)Nc2ccccc2Cl)CC1	.	.	108	76	-10	86	108	-2	2
CCOC(=O)C1=C(CC)Nc2ccccc2N=C1NC(=O)c1cc(S(=O)(=O)N(C)C)ccc1Cl	4%	17%	48	45	-13	58	48	-20	20
CC(Sc1ccc(Cl)cc1)C(=O)NCC1CCCO1 (stereo not given)	-10%	-21%	148	98	4	94	148	16	-16
Cc1cccc(OCCCC(=O)Nc2ccc(N3CCOCC3)cc2)c1	48%	-1%	57	105	9	96	57	8	-8
Cc1cc(N2CC(=O)N(CCc3ccccc3)C(=O)C2)n2ncnc2n1	-6%	4%	152	93	-13	106	152	13	-14
Cc1cc(NC(=O)COC(=O)c2ccc(F)c(S(=O)(=O)N3CCOCC3)c2)no1	0%	3%	.	.	.	.	.	.	.
OC(COc1ccccc1)CN1C2=NCCCN2c2ccccc21 (stereo not given)	-9%	10%	162	90	19	72	162	9	-8
CC(C)OC(=O)c1c(NC(=O)c2cnn3c2NC(c2ccccc2)CC3C(F)F)sc2c1CCCC2 (stereo not given)	-4%	-14%	119	.	.	.	119	16	-16
C=CCn1c(C2CC(=O)N(c3ccc(C)cc3)C2)nc2ccccc21 (stereo not given)	4%	-45%	103	96	8	87	103	-10	10
O=C(NCCCN1CCCCC1)C1CCC(=O)N1CCc1ccccc1 (stereo not given)	3%	-21%	129	91	-1	92	129	-1	1
CC(N=Cc1nc(-c2ccccc2)oc1O)c1ccccc1 (stereo not given)	-2%	29%	165	94	15	79	165	-2	2

Later entries:
SMILES	Bcl-B TR3 displacers	PLAP inhibition	NFkB transloc inh cell count 2 µM	MRP reversal cytotoxicity	MRP reversal	MRP reversal with doxorubicin	NFkB transloc pot cell count 2 µM	NFkB transloc pot	NFkB transloc inh
CC1/C(=N/O)C(CN(C)C)C2CC1C2(C)C (stereo not given)	-7%	21%	121	84	-8	92	121	0	0
C=CCc1ccccc1OCCn1ccnc1	2%	20%	113	90	5	84	113	-3	3
CC(Oc1ccccc1Cl)C(=O)/C=C/N(C)C (stereo not given)	0%	7%	109	.	.	.	109	1	-1
Cc1ccc(NC(=O)C(=O)NCc2ccc(/C=C(/C#N)C(=O)NCc3cccnc3)o2)cc1	1%	20%	155	.	.	.	155	5	-5
O=C(/C=C/c1ccc(Cl)cc1Cl)c1nc2ccccc2[nH]1	-4%	5%	107	.	.	.	107	-10	10
CC(C)c1ccc(N(CC(=O)O)S(=O)(=O)c2cccnc2)cc1	-3%	2%	25	110	18	92	25	-11	11
O=C1CCC(=O)N1CCc1c[nH]c2ccccc12	3%	-8%	171	102	15	87	171	-1	1
Cc1ccc(-n2nnc3ccccc3c2=O)cc1C	-3%	5%	.	94	-1	95	.	.	.
COC(=O)c1ccc(NC(=O)CN(c2ccc(C)cc2)S(=O)(=O)c2c(C)nn(C)c2C)cc1	3%	8%	137	90	3	86	137	1	-1
CCN(CC)C(=O)c1cc2cc([N+](=O)[O-])ccc2s1	0%	9%	182	.	.	.	182	15	-15
CCN(C#N)c1nc(NC(C)C)nc(NC(C)C)n1	0%	-6%	114	103	5	98	114	6	-6
CCOC1(OCC)N=C(N)C2(C#N)C(c3cccc(C)c3)C12C#N (stereo not given)	1%	28%	175	87	-5	91	175	15	-15
Cc1cccc(N2CC(C(=O)O)CC2=O)c1 (stereo not given)	-5%	21%	131	89	4	85	131	-5	5
CC(c1ccccc1)C1C(C#N)=C(N)SC(N)=C1C#N (stereo not given)	-2%	-20%	141	91	1	90	141	20	-20
CC(C)(C)Nc1cccccc1=O	-3%	20%	160	96	5	91	160	0	0

(next part)
SMILES	Bcl-B TR3 displacers	PLAP inhibition	NFkB transloc inh cell count 2 µM	MRP reversal cytotoxicity	MRP reversal	MRP reversal with doxorubicin	NFkB transloc pot cell count 2 µM	NFkB transloc pot	NFkB transloc inh
O=S(=O)(NCc1cccnc1)c1cccc2nsnc12	17%	-5%	84	94	-9	103	84	-8	8
O=C(CSc1nc2ccccc2o1)Nc1ccccc1	-4%	5%	172	93	10	83	172	21	-21
CC1CCN(S(=O)(=O)c2cccc(C(=O)Nc3ccccn3)c2)CC1	1%	-8%	172	94	-3	97	172	1	-1
CC1(C)CC(=O)C=C(NCc2ccccc2)C1	-7%	-1%	128	.	.	.	128	16	-16
NS(=O)(=O)c1cc(C(=O)OCC(=O)NC2CC2)ccc1Cl	-5%	-26%	186	90	2	88	186	22	-22
CC(C)Cn1c(=O)c(C(=O)Nc2cnccn2)c(O)c2ccccc21	-4%	-23%	.	106	3	104	.	.	.
Cc1cc2cc(C)c3nnc(SCC(=O)N4CCCc5ccccc54)n3c2cc1C	1%	-54%	149	.	.	.	149	-2	2
COc1ccc(OCCNC(=O)c2ccccc2OCC(=O)N2CCCCC2)cc1	.	.	133	31	-23	54	133	13	-13
CCC(=NCCc1ccccc1)C1=C(O)CCC1=O	-10%	8%	91	104	11	93	91	-4	4
N#Cc1ccc(C2=NC(C(F)(F)F)(C(F)(F)F)c3c(n(Cc4ccco4)c(=O)[nH]c3=O)N2)cc1	-2%	-14%	178	35	-31	66	178	-1	1
CCOC(=O)C(CC)(CCC(=O)O)c1csc(N)n1 (stereo not given)	-10%	22%	56	102	10	92	56	3	-3
CC(=O)Nc1ccc(S(=O)(=O)NCC2CCC(C(=O)NCCC(C)C)CC2)cc1 (stereo not given)	9%	13%	201	96	5	92	201	8	-8
Cc1nn(C(=O)c2ccco2)c(C)c1Sc1ccccc1	7%	4%	141	.	.	.	141	-4	4
O=C(CCN1CCN(c2ccccc2)CC1)Nc1ccc(Cl)cc1	.	.	123	91	2	90	123	9	-9
CCCCOc1ccc(NC(=O)CSCC(=O)OCC)cc1	1%	10%	92	90	-10	99	92	5	-4

(next part)
SMILES	Bcl-B TR3 displacers	PLAP inhibition	NFkB transloc inh cell count 2 µM	MRP reversal cytotoxicity	MRP reversal	MRP reversal with doxorubicin	NFkB transloc pot cell count 2 µM	NFkB transloc pot	NFkB transloc inh
CC1CCC(C(=O)NC(C(=O)NCc2ccccn2)C(C)C)CC1 (stereo not given)	8%	-12%	150	.	.	.	150	-11	11
CCOC(=O)c1ccc2nc3c(cc2c1)CCS3	9%	16%	95	102	15	87	95	-9	9
O=C1C=C(NCCNc2c(F)c(F)c(CO)c(F)c2F)CCC1	9%	-11%	104	99	-3	102	104	12	-12
O=C(NCc1ccc2c(c1)OCO2)c1ccc2snnc2c1	-3%	16%	151	93	16	77	151	29	-29
CC(C)n1c(Nn2cnnc2)nc2ccccc21	-3%	-10%	114	104	-1	105	114	-5	5
C=CCc1c(C)[nH]c(=S)c(C#N)c1C	-4%	-24%	172	94	-8	102	172	16	-16
Cc1cc(C#N)c(C)n1-c1cc(C(F)(F)F)ccc1N1CCOCC1	-7%	11%	.	101	16	84	.	.	.
C=CCNC(=O)c1ccc2nccnc2c1	.	.	148	89	0	89	148	18	-18
Cc1ccc(S(=O)(=O)N(c2nc(N(C)C)nc(N(C)C)n2)n2cnnc2)cc1	-4%	8%	.	.	.	.	.	.	.
COCCNC(=O)COc1ccc(Br)cc1Cl	-4%	2%	95	88	1	87	95	-2	2

One compound at a time (already shown). Order of screens: Bcl-B TR3 displacers | PLAP inhibition | NFkB transloc inh cell count 2 µM | MRP reversal cytotoxicity | MRP reversal | MRP reversal with doxorubicin | NFkB transloc pot cell count 2 µM | NFkB transloc pot | NFkB transloc inh
Cc1cc(C#N)c(C)n1-c1cc(C(F)(F)F)ccc1N1CCOCC1 is entered as -7% | 11% | . | 101 | 16 | 84 | . | . | .
Cc1ccc(S(=O)(=O)N(c2nc(N(C)C)nc(N(C)C)n2)n2cnnc2)cc1 is entered as -4% | 8% | . | . | . | . | . | . | .
COCCNC(=O)COc1ccc(Br)cc1Cl is entered as -4% | 2% | 95 | 88 | 1 | 87 | 95 | -2 | 2
